Source: PubChem
TCR act: activates T cell receptor signaling; primary human leukocytes, anti-CD3, IL-2 HTRF, 48 h; Potency, µM (highest dose often 9.22 µM), for inactives: at the highest dose activation of IL-2 secretion, usual class: activators; 330,000 tested, under 10 active; AID 504894; note: % of control where 0% means no effect
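Primary human leukocytes receive a-CD3 beads and test compound and are incubated 48 hr. Secreted IL-2 is then assayed by HTRF, measuring 665nm acceptor emission after 320nm excitation of the europium donor.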
CXXC DNA block: inhibitors of human MLL CXXC domain-DNA interaction; MLL-CXXC / FITC-HOXA9 DNA fluorescence polarization; hit rate 0.037% among 290,000; Q03164; Potency, µM (top dose mostly 115 µM), for inactives: at the highest dose activity change, negative = inhibition, actives largely listed as inhibitors; active = well fitted inhibition curve with a large enough effect in the polarisation, with a control signal flat, not every such curve was filed as active; inconclusive = small, poorly fitted or top-dose-only effect, or effect the other way, or a change in a side signal; inactive = no such curve, though single readings can be large or run the other way; the % refers to the polarisation; note: potency is the fitted concentration of half-maximal effect
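Steps: dispense CXXC domain solution (7 uM) → pin compounds or unlabeled HOX-A9 DNA control → 5 min ambient → add FLSN-HOX-A9 solution (50 nM) → spin → 30 min ambient → fluorescence polarization. Tris pH 7.5/NaCl/DTT/BSA buffer.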
Coupling enz: counter-screen for Giardia aldolase inhibitors: coupling enzyme system | coupling enzyme system counterscreen, AmpLite Red fluorescence | activity change, negative = inhibition, % at 58.2 µM, hits read low | hit rate 0.67% among 290,000 | AID 2472; in the data active = activity change below about -30%; note: % is set by controls: 0 for no effect and ±100 for the full control effect
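Final compound at 57.5 uM, incubated 10 min at RT with coupling enzyme reagent (glyceraldehyde-3-phosphate), then 20 min with substrate and AmpLite Red detection. Fluorescence read at 525/598 nm; tests interference with the coupling assay, not aldolase inhibition.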
hERG WT inh: blocks the wildtype human KCNH2 potassium channel | hit rate 0.37% among 340,000 | activity change, % at 1.84 µM | Q12809 | U2OS, BacMam KCNH2, thallium flux FluxOr; stronger effect = lower value;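 active = maximum activity change below -70%; inconclusive = maximum activity change between -70% and -50%; inactive = maximum activity change above -50%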; note: % is set by controls: 0 for no effect and ±100 for the full control effect
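U2OS cells transduced with wild-type KCNH2 virus are loaded with FluxOr dye for 45 min, and thallium flux is measured in kinetic reads before and after stimulation buffer. Rate constants are normalized to DMSO controls.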
BCR signal inh: chronic active BCR signaling inhibition; hit rate 0.05% among 340,000; ABC-DLBCL IkBa-CBG/CBR reporter, luminescence ratio, 4 h; AID 493014; Potency, µM (titrated, usually from 46.1 µM), for the others: top-dose ratio change, negative = lower green/red ratio, most hits filed as inhibitors; active = well fitted inhibition curve with a large enough effect in the signal ratio, with a control signal flat, not every such curve was filed as active; inconclusive = small, poorly fitted or top-dose-only effect, or effect the other way, or a change in a side signal; the % refers to the signal ratio;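 note: potency is the fitted concentration of half-maximal effect; plate controls were basal doxycycline-induced cells for no effect and cells given 10 µM MG132 for full effect; MG132 reads +100%, hits lower the ratio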
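Concentration-response series (up to 46 uM) were applied to TMD8 dual-reporter cells for 4 h at 37C with doxycycline. Green/red ratio, after filter-overlap correction, defined %Activity; red signal alone was normalised to basal cells and zero luminescence.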
Giardia kill: kills Giardia lamblia. Giardia lamblia trophozoite viability. activity change, % at 7.66 µM, hits read low. hit rate 0.15% among 340,000. AID 540267; in the data active = activity change below about -80%; inconclusive = between about -30% and that limit;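 note: parasites exposed to compound for two days anaerobically before the ATP read; % is set by controls: 0 for no effect and ±100 for the full control effect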
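Each well holds 100 Giardia trophozoites and compound. After two days (48 hrs) at 37 deg C in anaerobic conditions, ATP is quantified by luminescence.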
AT treatment: potential ataxia-telangiectasia treatment; […] A-T fibroblasts, KAP-1 phosphorylation AlphaLISA; neocarzinostatin DNA damage 30 min before lysis; Potency, µM (titrated, usually from 57.5 µM), without a hit: at the top dose activation, usual class: activators; hit rate 0.19% among 320,000; AID 485349; note: potency is the fitted concentration of half-maximal effect; % of control where 0% means no effect; nearly all actives have a fitted effect of over 45% in size
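ATM-like activity read as KAP-1 phosphorylation via AlphaLISA donor/acceptor antibody pairs after lysis and 6 hr at 25C. Cells were ATM-null patient fibroblasts ([…], hTERT), dosed 60 min, then exposed to the DSB inducer NCS for 30 min.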
Tb PFK inh: T. brucei PFK enzyme inhibition; T. brucei PFK, ADP-Glo luminescence; AID 485367; hit rate 0.17% among 330,000; Potency, µM (series often up to 57.5 µM), without a hit: top-dose activity, negative = inhibition, actives largely listed as inhibitors;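 note: potency is the fitted concentration of half-maximal effect; 0% = uninhibited 1x PFK enzyme wells and -100% = no-enzyme wells; nearly all actives have a fitted effect of over 60% in size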
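PFK 1.25 nM, F6P 0.5 mM, ATP 0.1 mM, 0.1 M TEA pH 8.0, 5 mM MgCl2, 0.01% Tween20, 0.1% BSA; 45 min RT. ADP-Glo readout. qHTS titration up to 57 uM; curves fitted, compounds curve-classed.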
GALK inh: galactokinase (human) inhibition. Purified GALK, Kinase-Glo residual ATP luminescence. hit rate 0.007% among 270,000. Potency, µM (highest dose often 57.5 µM), for inactives: top-dose activity change, negative = inhibition, hits mostly inhibitors. P51570; note: potency is the fitted concentration of half-maximal effect; % is set by controls: 0 for no effect and ±100 for the full control effect
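Galactose (100 uM) and ATP (35 uM) were turned over by 5 nM GALK for 1 h at RT. Kinase-Glo Plus then converted the remaining ATP into a luminescent signal.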
TSHR antag: human thyrotropin receptor antagonism; TSHR-expressing cells, TSH-stimulated cAMP HTRF, 2 h; stronger effect = lower value; P16473; activity change, negative = inhibition, % at 11.5 µM; hit rate 0.2% among 330,000; AID 504810;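 active = activity change below a set negative limit, meaning inhibition stronger than a set level, cut at about -70% in these data; inconclusive = activity change between two set negative limits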; note: % is set by controls: 0 for no effect and ±100 for the full control effect
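Inhibition of cAMP made by TSHR-expressing cells under TSH stimulation (4nM final, EC80; 2 h, 37 deg C) is quantified with a one-step lysis HTRF kit, anti-cAMP cryptate versus cAMP-d2.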
Starred values were filed as active, the others as inactive; ? = inconclusive; . = not tested or not shown; [ ] = dose if it differs, or a comment. Unless noted, calls come from the whole dose curve; as a rule, active = well fitted curve in the direction sought with a large enough effect; inconclusive = small, poorly fitted or top-dose-only effect, or another doubt; inactive = no such curve, though single readings can be large; an effect the other way counts as inactive or inconclusive.

Values run as follows: TCR act	CXXC DNA block	Coupling enz	hERG WT inh	BCR signal inh	Giardia kill	AT treatment	Tb PFK inh	GALK inh	TSHR antag
- COc1cc2c(cc1OC)CN(CC(=O)Nc1ccc(C#N)cc1)CC2
    -5.1%	11.5%	-0.2	4.6	?	30.8[activator]	-1.0%	-4.1%	-0.5%	2.1
- COCCNC(=O)Cn1c(=O)n(CCCC(=O)NCc2ccc3c(c2)OCO3)c(=O)c2sccc21
    -1.1%	-0.7%	-1.0	-11.6	2.8%	1.7	7.9%	1.9%	0.8%	3.7
- Cc1cc(C)cc(N(C(=O)c2csnn2)C(C(=O)NC2CCCC2)c2cccnc2)c1 (stereo not given)
    10.5%	-1.1%	-0.5	-4.3	-2.6%	-11.5	12.2%	-0.3%	-0.7%	-3.1
- CC(C)=CCC/C(C)=C/CNC(=O)C[C@H]1C[C@H](C(=O)N2CCCCC2)[C@@]2(CCc3ccccc3)c3[nH]c4cc(-c5ccco5)ccc4c3CCN2C1=O
    3.3%[46.1 µM]	.	.	0.6	5.0%	5.2	-5.3%	-0.6%	.	-7.5
- O=C(Cc1c(F)cccc1Cl)OCC(=O)c1ccc[nH]1
    2.6%	.	.	3.4	-1.4%	3.6	9.8%	-3.4%	.	-28.2
- CCC(CC)c1nnc(NC(=O)c2ccc(N3CCCCC3)c([N+](=O)[O-])c2)s1
    1.0%[46.1 µM]	-2.7%	1.7	0.4	1.3%	-23.3	-7.6%	-11.3%	0.4%	-3.0
- Cc1ccc(-c2cc(C(F)F)n3ncc(C(=O)Nc4c(C)nn(Cc5ccccc5Cl)c4C)c3n2)cc1
    -3.6%	15.4%	-1.8	-3.6	2.2%	8.5	-1.2%	0.1%	-1.5%	-7.6
- CCCCOC(=O)C1=C(C)Nc2ncnn2C1c1ccc(OC)c(OC)c1OC (stereo not given)
    3.8%[46.1 µM]	?	0.1	-0.6	-11.3%	-1.3	0.0%	4.1%	-1.7%	-11.7
- CC/C(=N\NC(=O)c1cc(C2CC2)[nH]n1)c1ccccc1
    6.3%	-5.1%	-3.5	-9.2	-0.4%	?	5.7%	0.1%	-2.2%	-2.3
- CCc1c(C(=O)NCCc2ccc(OC)c(OC)c2)[nH]c(C)c1C(C)=O
    -1.3%	3.5%	6.1	-5.7	-6.0%	7.2	2.4%	-16.4%	-4.7%	-1.2
- CCOc1ccc(NC(=O)CN(C)C(=O)c2ccc(OCC3CCCO3)cc2)cc1OCC (stereo not given)
    -5.8%	0.6%	.	-2.6	1.2%	-14.8	3.9%	0.2%	-6.1%	1.3
- O=C(c1ccc(S(=O)(=O)N2CCCC2)cc1)N(c1ccccc1)C1C=CS(=O)(=O)C1 (stereo not given)
    3.8%	-2.8%	-0.1	-3.0	-1.2%	-28.4	-1.6%	-1.5%	-3.9%	9.7
- CCN1CCN(c2ccc(NC(=O)Cc3ccccc3)cc2)CC1
    -4.2%	-8.6%	3.6	8.6	14.4%	2.2	-4.6%	-13.3%	0.8%	5.5
- O=C(NCCNc1ccc([N+](=O)[O-])cc1)c1cccc2c(Br)cccc12
    -4.0%[46.1 µM]	3.8%	-0.1	-13.4	-2.6%	-3.9	-6.7%	1.0%	4.3%	-8.4
- COc1cccc(C2/C(=C(\O)c3c(C)nc4c(C)cccn34)C(=O)C(=O)N2CCCN(C)C)c1 (stereo not given)
    .	-17.6%	3.9	.	-1.3%	.	-15.3%	4.4%	-1.0%	3.1
- Cc1noc(C)c1C(=O)NCCc1ccc(S(N)(=O)=O)cc1
    -5.9%	?	1.6	2.7	1.9%	-3.1	-0.6%	-6.1%	5.4%	12.7
- Cc1cc(C)nc(NC(=O)c2cccc([N+](=O)[O-])c2C)n1
    -17.3%	5.6%	-8.1	2.2	2.5%	-20.8	15.9%	8.4%	-0.5%	49.9
- Cn1nnc(NC(=S)NC(=O)c2cccc3ccccc23)n1
    4.9%	-6.1%	.	-6.7	-3.4%	?	-13.3%	1.6%	0.1%	-2.2
- O=c1cc(-c2ccc(Cl)cc2)[nH]c2ccccc12
    6.7%	35.2%[activator]	-2.7	4.3	?	-16.4	3.9%	0.2%	-0.2%	-12.0
- Cc1cc(C)nc(N2N=C(C(C)(C)C)CC2=O)n1
    .	-8.2%	-5.9	-15.3	2.5%	3.6	-0.1%	?	0.2%	12.6
- Cc1ccc(S(=O)(=O)NC(=NC2CCCCC2)c2ccc(F)cc2)cc1
    2.1%	0.3%	3.9	11.7	-5.3%	-12.1	0.9%	0.2%	-0.5%	-10.0
- O=c1[nH]c2ccc([N+](=O)[O-])cc2nc1/C=C(\O)c1ccccc1
    2.0%	0.5%	-1.0	-5.1	9.0%	23.0	-2.8%	1.3%	-1.1%	-1.5
- COc1ccc(C2N(c3ccc(F)cc3)C(=O)C3CCCN32)cc1 (stereo not given)
    -15.5%	29.4%	0.6	-10.2	?	-14.7	0.6%	-2.9%	2.2%	10.9
- O=C(O)CSc1nnc(CNc2ccc(F)cc2)n1-c1ccccc1
    1.9%	6.3%	5.9	-2.6	-6.1%	-7.6	-2.3%	-1.1%	5.9%	-1.9
- CCOC(=O)CNC(=O)c1cc(-c2ccc3c(c2)OCCO3)oc1C
    3.2%	-1.1%	0.4	3.9	22.7%	-1.1	1.6%	-10.3%	-1.9%	-8.2
- O=C(COc1ccc(S(=O)(=O)NC2CCCCC2)cc1Cl)NCc1cccnc1
    3.8%	-1.5%	1.9	6.2	0.6%	-18.6	-9.2%	-19.0%	-2.1%	-0.6
- CCOc1ccc(N(CC(=O)NC(C)(C)C)C(=O)CCC(=O)Nc2nccs2)cc1
    .	-1.4%	1.8	15.3	-1.0%	5.0	0.7%	0.9%	-1.4%	4.6
- CSc1ncccc1C(=O)OCC(=O)c1cc(C)n(CC2CCCO2)c1C (stereo not given)
    0.7%	-0.5%	1.5	3.4	-20.4%	-27.0	-1.4%	-2.8%	10.7%	-8.3
- O=C(NCCCn1ccnc1)c1ccc(C(F)(F)F)cc1
    -0.8%	1.2%	3.8	15.6	11.5%	-1.9	-2.1%	-7.1%	4.1%	11.9
- Cc1nn(S(=O)(=O)N2CCCCC2)c(C)c1Br
    -4.4%	5.1%	3.5	-13.6	?	3.7	6.1%	9.5%	0.6%	-8.2
- O=C(Cn1cnc2c(nnn2Cc2ccccc2)c1=O)Nc1ccc2c(c1)OCCO2
    2.6%	11.4%	.	4.8	-10.0%	0.1	8.5%	-1.5%	3.9%	-5.9
- O=C(O)CNC(=S)N(Cc1ccccc1F)C1CCCCC1
    3.2%	-8.0%	0.6	0.8	21.6%	16.5	9.0%	-10.7%	3.7%	-6.8
- O=C(O)c1cccc(-n2cccc2/C=C2/NC(=O)N(Cc3ccccc3F)C2=O)c1
    1.6%	-0.8%	7.6	7.6	1.6%	17.9	-3.2%	-1.6%	-0.4%	-1.9
- Cc1ccc(S(=O)(=O)CC(=O)c2ccccc2[N+](=O)[O-])cc1
    -1.6%	4.8%	1.8	-2.0	4.2%	-29.5	1.2%	0.2%	3.5%	-17.6
- O=C(O)/C(=C\c1ccc(Br)cc1)c1ccc(S(=O)(=O)N2CCCCC2)s1
    -1.6%[46.1 µM]	-1.1%	14.0	-1.6	10.7%	-6.7	1.8%	-12.6%	-1.9%	-6.6
- O=C(CCN1CCOCC1)c1ccc2c(c1)OCCO2
    -8.5%[46.1 µM]	7.5%	-2.8	-1.4	?	-0.8	0.5%	-0.6%	-2.0%	-25.4
- O=c1[nH]c(CN2CCN(c3ccccn3)CC2)nc2c(Br)cc(Br)cc12
    9.3%	3.3%	9.8	-1.5	-11.9%	5.2	0.0%	-0.6%	4.8%	6.2
- Cc1ccc(OCC(=O)Nc2ccc(CN3CCCCC3)cc2)c(C)c1
    2.2%	-2.2%	0.6	-1.3	-2.1%	12.5	-2.1%	-1.7%	-3.4%	-0.4
- Cc1[nH]c2ccccc2c1C(=O)COC(=O)C1CC(O)CN1S(=O)(=O)c1ccc(Cl)cc1 (stereo not given)
    4.3%	.	.	-0.6	-3.7%	-27.0	2.1%	5.5%	.	-7.7
- CS(=O)(=O)c1nc(-c2ccccc2)cc(C(F)(F)F)n1
    -11.9%[46.1 µM]	?	2.7	-12.2	?	-11.4	-1.0%	-27.6%	-5.4%	-47.0
- COC(=O)c1ccc(CSc2nc3ccccc3o2)cc1
    -7.5%	-1.5%	-0.3	5.5	-24.1%	12.9	8.7%	15.1%	2.4%	-12.1
- CC1CCN(CCc2nc3cc(NC(=O)Nc4ccccc4)ccc3n2C)CC1
    0.4%	0.8%	0.3	2.7	-10.0%	-8.7	5.7%	2.1%	5.8%	-0.7
- CCNC(=S)N1CCN(S(=O)(=O)c2ccc(C)c(C)c2)CC1
    -0.6%	6.3%	13.2	10.8	-8.0%	24.5	3.9%	-7.0%	8.5%	10.7
- Cc1nc(C(=O)N(C)C)nn1-c1cc(Cl)cc(Cl)c1
    -1.4%	16.6%	0.7	-2.9	0.6%	-6.5	.	-2.2%	-0.9%	19.5
